Assay outcomes: PubChem, several laboratories
MT stabilizer: microtubule stabilization, imaging screen; HeLa tubulin immunostaining HCS, 24 h; share of cells brighter than vehicle mean+2SD; % tubulin-high responders, % at 10 µM; 200,000 compounds, 0.83% hits; AID 2205;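 active = plate Z-score above 3 for both tubulin-high and condensed-nucleus cell shares, with cell loss under 80%, at 10 µM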;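 note: anti alpha tubulin signal scored within the nucleus-defined area of each cell; some results filed as inactive read as strong as hits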
WT yeast gro inh: growth inhibition of WT yeast, mitochondrial fusion screen | 190,000 compounds, 2.1% hits | inhibition, % at 10 µM | mitochondrial fusion phenotypic screen, WT strain; in the data active = inhibition above about 58%; tested in S. cerevisiae
Insulin prom up: MIN6 insulin promoter up-regulation; MIN6 insulin promoter-GFP reporter, high-content imaging; hits give high values; z-score at 5 µM; 190,000 compounds, 0.3% hits; AID 1625;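 active = z-score above 3 at 5 µM with at least 500 cells counted in the well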
Yfh1-depleted yeast: enhancers of respiration in Yfh1-depleted yeast, dose response, Friedreich's ataxia, plus single-dose screen (AID 1465); S. cerevisiae Yfh1-off respiration, WST-1 reduction, 72 h; higher fold induction means a stronger effect; fold induction at 50 µM; hits with a dose series show EC50 in µM; 220,000 compounds, 0.074% hits;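 active = fold induction of absorbance versus untreated yeast above a set limit, then at least 30% activation at any dose in follow-up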;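 note: activators that raise dye reduction in frataxin-depleted yeast; strong numbers were not always called active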
HEK293 NOD2/NF-kB: NOD2 signaling inhibitors, cell-based, luminescence, uHTS, HEK293 (AID 1566). 290,000 compounds, 0.63% hits. HEK293 NOD2/NF-kB luciferase reporter, luminescence; higher % means a stronger effect. one-dose inhibition, % at 4 µM; EC50 in µM for titrated hits; in the data active = inhibition above about 50%; note: many of its hits are not listed in these tables
Autophagy mod: alters autophagy in cells | MEF GFP-LC3 puncta imaging; test concentration mostly 10 µM | calls only at 10 µM (by protocol) | 190,000 compounds, 0.98% hits | AID 463193;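 active = percentage of spot-positive cells more than 3 SD above its plate mean, without a fluorescence outlier flag or 80% toxicity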;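 note: spot-positive cell cutoff set from DMSO-treated cells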
b-catenin transl: beta-catenin nuclear translocation modulation; 190,000 compounds, 0.3% hits; HeLa beta-catenin nuclear translocation, immunofluorescence imaging; AID 1665; nuclear translocation activity, % at 5 µM;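 active = nuclear translocation activity above 50% at 5 µM, with a well cell count of 50 or more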;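 note: per-cell ratio of nuclear to cytoplasmic median beta-catenin stain intensity; plate controls were DMSO negative control for no effect and GSK-3 inhibitor IX positive control for full effect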
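assay system = human HeLa cells, endogenous beta-catenin | times = compound treatment 24 h, 37°C, 5% CO2 | detection = Anti-beta-catenin immunofluorescence on PFA-fixed, Triton-permeabilized cells, DAPI nuclei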
Hep lipid drop: hepatic lipid droplet formation modulation; 240,000 compounds, 0.4% hits; AID 1656; AML12 mouse hepatocytes, oleate lipid droplets, BODIPY imaging; inhibition, % at 6.5 µM;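 active = lipid droplet intensity inhibited by at least 50%, with more than 500 cells counted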
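Assay system: AML12 hepatocytes (mouse); Probe or stimulus: oleic acid at 100 µM to induce lipid droplet formation; Dosing: compound at 6.5 µM only; Schedule: compound with oleate, overnight; Detection: fluorescence imaging, 20x objective, two fields per well; Measure: % inhibition of lipid droplet signal.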
Dynein cargo inh: blocks dynein driven cargo transport along microtubules. 3617.4 mouse cells, GR-EGFP nuclear translocation imaging; test concentration mostly 20 µM; stimulated with dexamethasone, 1 µM; hits give low values. z-score, hits read low. AID 1381. 220,000 compounds, 0.47% hits;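 active = plate z-score of nuclear minus cytoplasmic receptor signal below a set negative limit, without overly bright fluorescence or cell loss, cut at about -3.5 in these data, passing the limit was not always enough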;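 note: z-score of nuclear minus cytoplasmic ring GR-EGFP intensity difference per well; some compounds called inactive have numbers as strong as hits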
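medium = tetracycline-free induction medium containing charcoal-stripped FBS | probe or stimulus = dexamethasone, 1.0 µM final | timing = 48 h induction, then 1 h compound, then 30 min agonist, 37 °C | detection = automated 10x imaging of fixed Hoechst-stained cells | read-out basis = nuclear versus cytoplasmic GR-EGFP signal, averaged per well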
WT yeast gro inh mutant strain: second read-out of WT yeast gro inh, no call of its own (marks repeat the call); inhibition, %; mitochondrial fusion phenotypic screen, mutant strain inhibition
Dynein cargo inh cytoplasmic EGFP: recorded beside Dynein cargo inh, whose call it bears; z-score; measured here: cytoplasmic GR-EGFP intensity; hits give high values
Dynein cargo inh nuclear GR-EGFP: second read-out of Dynein cargo inh, no call of its own (marks repeat the call); z-score; measured here: nuclear GR-EGFP intensity;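 lower value marks the stronger effect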
Dynein cargo inh cell count: further read-out of Dynein cargo inh, marked with its call; z-score; measured here: cell count per field
Insulin prom up cell count: also measured in Insulin prom up; calls as there; cell count; measured here: cytotoxicity, nuclei count;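 total cells summed across four imaged fields per well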
Hep lipid drop cells 6.5 µM: also measured in Hep lipid drop; calls as there; cell count; measured here: cell count, cytotoxicity flag;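 cells counted across two imaged fields per well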
b-catenin transl cell count 5 µM: recorded beside b-catenin transl, whose call it bears; cell count; measured here: cell count, cytotoxicity flag
MT stabilizer Hoechst-high %: further read-out of MT stabilizer, marked with its call; % Hoechst-high responders; measured here: nuclear condensation Hoechst responders;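 share of cells brighter than vehicle mean plus two SD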
MT stabilizer cytotoxicity %: also measured in MT stabilizer; calls as there; toxicity, %; measured here: cytotoxicity by cell density;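 0% = mean cell density of plate MIN control wells and 100% = no cells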
Autophagy mod cell loss 18 h: also measured in Autophagy mod; calls as there; toxicity, %; measured here: cell loss, nuclei count;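 cell loss after 18 h compound exposure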
* marks the source's active call; other numbers are inactive results; i = inactive; . = no result given. The list is partial; rates above refer to the full screens.

SMILES	MT stabilizer	MT stabilizer Hoechst-high %	MT stabilizer cytotoxicity %	WT yeast gro inh	WT yeast gro inh mutant strain	Insulin prom up	Insulin prom up cell count	Yfh1-depleted yeast	HEK293 NOD2/NF-kB	Autophagy mod	Autophagy mod cell loss 18 h	b-catenin transl	b-catenin transl cell count 5 µM	Hep lipid drop	Hep lipid drop cells 6.5 µM	Dynein cargo inh	Dynein cargo inh cytoplasmic EGFP	Dynein cargo inh nuclear GR-EGFP	Dynein cargo inh cell count
O=C(Nc1ccccc1)C(O)C(O)C(=O)Nc1ccccc1 (stereo not drawn)	2.4	1.0	4.9	-13	-15	-0.22	1215	i	7%	i	-7	3.0	1122	8	739	-0.39	-0.23	-0.23	0.27
CN1CCN(Cc2nc3c(c(=O)[nH]c(=O)n3C)n2CCc2ccccc2)CC1	5.6	2.1	8.3	-4	1	-0.71	1110	i	7%	.	.	5.7	931	-9	735	-0.28	-0.23	-0.066	0.31
CC1CC1C(=O)Nc1nc(-c2ccccc2)cs1 (stereo not drawn)	1.5	2.1	8.8	12	14	-0.97	781	i	-36%	i	2	.	.	7	861	-1.2	-0.22	-0.38	0.72
Cc1cc(C)n2ncc(C(=O)NCCc3ccccc3)c2n1	1.2	1.7	8.8	16	16	-0.11	1286	i	-12%	i	-3	-3.9	1246	-7	737	-0.63	-0.22	-0.034	0.11
CCN1CCN(C(c2cccs2)C(C)NC(=O)c2c(F)cccc2F)CC1 (stereo not drawn)	5.0	1.8	5.7	12	7	0.97	1596	i	19%	i	2	-0.5	1349	.	.	-0.52	-0.057	-0.095	0.11
COc1ccccc1CNC(=O)C(NC(=O)c1ccccc1)C(C)C (stereo not drawn)	1.0	1.4	4.3	3	-10	1.4	1351	i	7%	i	5	-1.1	1116	-18	618	0.51	-0.24	0.96	-0.55
c1ccc(-n2nnc(-c3cccnc3)n2)cc1	2.5	1.1	4.9	3	18	0.43	1413	i	-40%	i	2	-0.8	1135	1	672	-0.3	-0.32	0.091	0.38
CC(C)COc1ccc(C(=O)OCCN2CCOCC2)c(O)c1	2.7	2.7	6.7	-10	-7	-1.2	1140	i	-13%	i	-5	-0.3	963	.	.	-0.99	-0.15	-0.29	0.02
O=C(NCc1ccccc1)c1cc2ccccc2o1	3.2	1.5	6.0	1	-24	-0.63	797	i	9%	i	-1	1.5	961	8	823	0.77	0.22	0.48	-0.72
Cc1ccc(/C(N)=N/OC(=O)COc2ccc(Cl)c(C)c2)cc1	2.1	1.9	4.8	-3	-5	0.53	1452	i	9%	i	-7	-2.3	595	1	740	-0.51	0.14	-0.57	0.03
CC[N+]1=CN(c2ccccc2)C(C)=CC1(C)C	4.1	1.8	5.8	-6	11	-0.28	901	i	-9%	i	-13	.	.	0	716	-0.87	-0.3	-0.74	0.99
CCCCCOC(=O)CSc1nc2c(c(=O)[nH]c(=O)n2C)n1CCc1ccccc1	2.7	1.7	5.6	1	-7	0.27	1215	i	4%	i	34	-1.1	1250	-5	704	-0.74	-0.074	-0.61	-0.14

3 compounds from above, reduced to b-catenin transl cell count 5 µM, Dynein cargo inh nuclear GR-EGFP and Dynein cargo inh cell count.
SMILES,b-catenin transl cell count 5 µM,Dynein cargo inh nuclear GR-EGFP,Dynein cargo inh cell count
COc1ccccc1CNC(=O)C(NC(=O)c1ccccc1)C(C)C (stereo not drawn),1116,0.96,-0.55
O=C(Nc1ccccc1)C(O)C(O)C(=O)Nc1ccccc1 (stereo not drawn),1122,-0.23,0.27
Cc1ccc(/C(N)=N/OC(=O)COc2ccc(Cl)c(C)c2)cc1,595,-0.57,0.03

(listing goes on)
SMILES	MT stabilizer	MT stabilizer Hoechst-high %	MT stabilizer cytotoxicity %	WT yeast gro inh	WT yeast gro inh mutant strain	Insulin prom up	Insulin prom up cell count	Yfh1-depleted yeast	HEK293 NOD2/NF-kB	Autophagy mod	Autophagy mod cell loss 18 h	b-catenin transl	b-catenin transl cell count 5 µM	Hep lipid drop	Hep lipid drop cells 6.5 µM	Dynein cargo inh	Dynein cargo inh cytoplasmic EGFP	Dynein cargo inh nuclear GR-EGFP	Dynein cargo inh cell count
CCN(CC)C(=O)c1sc(NC(=O)c2ccc3c(c2)OCO3)c(C#N)c1C	2.9	2.7	8.7	-1	3	0.02	848	i	18%	i	-2	-3.3	1106	5	788	-0.13	-0.22	-0.14	0.72
CCNC(=S)Nc1nc2c(cc1C(=O)OCC)CCCC2	2.9	3.6	6.3	3	-7	-0.6	2241	i	5%	i	-4	1.2	854	-7	594	0.22	-0.21	0.62	-0.46
CCCCCCCCC(=O)N/N=C/c1cccc(Br)c1	2.1	2.0	5.5	-3	9	0.2	1464	i	11%	i	10	0.7	1359	.	.	0.17	-0.23	0.8	1
CS(=O)(=O)N(Cc1ccc(C(=O)Nc2ccccc2Sc2ccccc2)cc1)c1ccccc1	1.2	1.2	3.5	9	7	-0.06	1273	i	-8%	i	6	0.7	1356	.	.	0.18	-0.008	0.081	-0.051
Cc1ccc(C)c(N(C(=O)c2nsc(Cl)c2Cl)C(C(=O)NC2CCCC2)c2ccc(O)cc2)c1 (stereo not drawn)	5.5	0.8	5.1	20	2	.	.	i	-24%	i	8	-1.6	1156	-43	443	-0.52	-0.26	-0.22	1.3
Cc1cccc(C(=O)NN2C(=O)C3C(c4ccccc4)C=CC(c4ccccc4)C3C2=O)c1 (stereo not drawn)	2.3	1.8	7.0	55	45	-0.3	1727	i	-7%	i	9	-2.0	1336	.	.	-0.57	-0.22	0.32	-0.023
COCCCNC(=S)NNC(=O)c1csc2ccccc12	3.6	2.1	9.2	-3	-6	-0.36	1512	i	-7%	i	3	-2.5	1129	0	670	1.3	-0.13	0.45	-0.74
COc1ccc(C(=O)NC2CCCCCC2)cc1S(=O)(=O)N1CCCc2ccccc21	2.9	2.5	6.0	33	22	0.08	1008	i	-6%	i	7	.	.	11	751	0.27	-0.14	0.15	0.035
Cc1cc(N2CCN(c3ccccc3)CC2)n2ncnc2n1	2.5	2.1	9.4	-15	-22	-1.2	1382	i	13%	i	0	0.3	1037	3	686	-0.052	-0.29	0.21	-0.25
Nn1c(Cc2cccc3ccccc23)nnc1SC1CCOC1=O (stereo not drawn)	3.8	1.1	3.5	-24	-6	0.09	914	i	20%	i	18	-1.8	1193	12	780	-0.11	-0.11	0.022	-0.0023
COc1c2c(nc3occc13)C(CC=C(C)C)(OC)C(OC(C)=O)CC2 (stereo not drawn)	3.0	1.8	4.6	-18	3	.	.	i	5%	i	8	4.1	384	-4	801	-1.7	-0.24	-1	1.8
O=C(Oc1ccc[nH]c1=O)c1cc([N+](=O)[O-])cc([N+](=O)[O-])c1	.	.	.	.	.	0.4	1465	i	0%	.	.	-2.8	1182	7	753	-0.8	-0.18	-0.5	0.5
COc1ccc(NC(=O)/C=C/c2ccc(Br)o2)cn1	0.8	2.5	7.8	5	13	-0.01	1169	i	-12%	i	0	1.0	1075	-1	718	-0.91	-0.21	0.22	-0.49
Cc1cccc(NC(=S)N(C)C2CCCCC2)c1	1.3	3.4	3.3	31	24	-1.2	1174	i	-14%	i	-2	-1.0	1055	10	733	2.2	-0.062	1.2	-1.3
Cc1ccc2nc(-c3ccc(N4C(=O)CC(N5CCCC(C)C5)C4=O)cc3)sc2c1 (stereo not drawn)	2.7	1.6	4.2	1	7	1.4	1114	i	-26%	i	1	-0.1	1213	3	808	-0.27	-0.29	-0.014	0.75
O=C(Nc1nc2ccccc2c(=O)s1)c1ccco1	.	.	.	.	.	-0.43	845	i	7%	.	.	0.5	1285	18	678	-0.0099	-0.045	0.57	0.62
CCOC(=O)C1(Cc2ccccc2C(F)(F)F)CCN(C(=O)c2cc(C)n(C)n2)CC1	2.4	2.0	3.3	2	-6	.	.	i	-50%	i	4	-0.5	1542	-9	634	-0.29	-0.24	0.15	0.36
C/C(CC(=O)Nc1ccc(C)c(Cl)c1)=N\NC(=O)Cc1cccs1	.	.	.	.	.	-0.23	985	i	11%	.	.	1.2	1408	13	616	-0.098	-0.78	-0.2	-0.71
Cc1nc(N2CCC3(CC2)OCCO3)c2nnn(Cc3ccccc3F)c2n1	1.5	1.5	8.1	-8	-11	2.1	790	i	2%	i	10	.	.	-7	852	-1	-0.3	-0.62	1.2
Cc1ccc(Nc2ncccc2C(N)=O)cc1	4.2	4.5	10	-7	-8	0.94	1113	i	-40%	i	7	0.6	494	15	731	-0.56	-0.27	0.61	0.051
CN(CC(=O)Nc1ccc(S(=O)(=O)N2CCCC2)cc1)CC(=O)Nc1ccc(F)c(F)c1F	2.9	2.7	3.2	22	-21	0.22	1651	i	-2%	i	-9	-2.8	1029	-5	647	0.35	-0.21	0.06	0.046
Cc1ccc(-n2ncc3c(NCc4ccco4)ncnc32)cc1C	9.4*	11*	13*	30	24	-1.6	1218	i	-77%	i	21	-0.5	1099	-6	659	-1.1	-0.22	-0.75	0.17
CC1=CC(C)C(CN(CCC[N+](C)(C)C)C(=O)Nc2ccccc2)C(C)C1 (stereo not drawn)	.	.	.	.	.	-0.2	1382	i	-7%	.	.	1.7	1291	7	749	-0.5	-0.17	-0.27	0.39
